# Screening data deposited in PubChem BioAssay by National Center for Advancing Translational Sciences (NCATS).
# TRHR enhancer: TRH receptor (human) allosteric enhancement; TRHR cells, fluo-8 calcium fluorescence, EC20 TRH enhancement; P34981; enhancement, % at 2 µM; AID 493056; 360,000 compounds, 0.66% hits; in the data active = enhancement above about 30%; note: 0% is about no effect
# Target sequence (P34981 whole entry, looked up): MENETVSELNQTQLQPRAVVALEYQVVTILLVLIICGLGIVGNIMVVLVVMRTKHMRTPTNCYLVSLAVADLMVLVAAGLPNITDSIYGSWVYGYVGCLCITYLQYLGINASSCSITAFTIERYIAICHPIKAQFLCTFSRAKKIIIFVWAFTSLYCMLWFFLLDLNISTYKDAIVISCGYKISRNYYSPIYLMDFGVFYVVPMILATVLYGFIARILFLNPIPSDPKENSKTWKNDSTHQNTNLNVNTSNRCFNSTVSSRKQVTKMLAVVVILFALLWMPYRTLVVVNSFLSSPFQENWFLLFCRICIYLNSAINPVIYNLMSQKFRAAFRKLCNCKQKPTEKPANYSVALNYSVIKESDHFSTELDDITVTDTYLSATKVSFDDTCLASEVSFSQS
#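 TRHR-expressing cells loaded with fluo-8 calcium dye were read kinetically (ex 480/em 530) during compound addition, then stimulated with an EC20 of TRH (10 nM final). Enhancement of the Gq-mediated intracellular calcium response was scored.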
# D2 agonist: agonists of human D2 dopamine receptor; HEK293 T-REx D2 cells, calcium flux agonist mode; activation, % at 2 µM; 340,000 compounds, 0.53% hits;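 active = activation over 3 SD above normal in the single-dose calcium agonist read, cut at about 30% in these data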; note: 0% is about no effect
#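 Tetracycline-induced HEK293 T-REx cells with force-coupled D2 receptor, plated overnight at 30 C, loaded with no-wash calcium dye. After a 10 s baseline, compound was pin-added and calcium flux read kinetically for 180 s; calcium rises flagged agonists.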
# D2 antagonist: D2 dopamine receptor (human) antagonism. AID 485344. P14416. inhibition, % at 10 µM. 340,000 compounds, 2% hits. HEK293 TREx D2 cells, calcium flux, dopamine EC80; in the data active = inhibition above about 30%; note: 0% is about no effect
#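 Tetracycline-induced HEK293 TREx cells expressing D2 receptor forced-coupled to calcium signalling, loaded with no-wash calcium dye. Compounds added and calcium flux read 180 s, then dopamine added at EC80 and read a further 180 s.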
# D1 potentiator: human D1 dopamine receptor positive modulation; HEK293 TREx D1 cells, calcium flux, dopamine EC20 potentiation; potentiation, % at 10 µM; 360,000 compounds, 0.036% hits; AID 504651; in the data active = potentiation above about 30%; note: 0% is about no effect
# Target sequence (P21728 whole entry, looked up): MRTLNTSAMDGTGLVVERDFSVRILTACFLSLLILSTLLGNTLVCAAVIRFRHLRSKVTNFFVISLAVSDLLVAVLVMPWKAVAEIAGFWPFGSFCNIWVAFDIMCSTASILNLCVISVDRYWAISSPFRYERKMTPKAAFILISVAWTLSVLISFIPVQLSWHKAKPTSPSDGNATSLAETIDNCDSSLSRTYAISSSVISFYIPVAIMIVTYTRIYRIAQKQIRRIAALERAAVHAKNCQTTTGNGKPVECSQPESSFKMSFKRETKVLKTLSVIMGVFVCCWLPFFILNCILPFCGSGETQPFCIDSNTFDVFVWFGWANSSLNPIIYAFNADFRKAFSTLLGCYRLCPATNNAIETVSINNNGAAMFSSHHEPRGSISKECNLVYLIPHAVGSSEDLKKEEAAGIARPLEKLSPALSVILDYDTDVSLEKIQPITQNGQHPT
# D1 agonist: human D1 receptor agonism; P21728; HEK293 T-REx D1 cells, calcium flux, agonist mode; activation, % at 2 µM; 360,000 compounds, 1% hits; note: 0% is about no effect
#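 Tetracycline-induced HEK293 TREx D1 cells, force-coupled to calcium signalling, were dye-loaded with a no-wash calcium kit. Compound was pin-added after a 10 s baseline. Fluorescence was read kinetically at 1 cycle/s for 180 s, with calcium rises flagged as agonism.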
# D2 potentiator: positively modulates the human D2 dopamine receptor allosterically. HEK293 T-REx D2, calcium flux, EC20 dopamine potentiation. potentiation, % at 10 µM. 340,000 compounds, 0.34% hits. AID 485347;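 active = potentiation over 3 SD above the plate norm, cut at about 30% in these data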; note: 0% is about no effect
#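 Potentiation of an EC20 dopamine calcium response measured kinetically over 180 s, after a preceding 180 s compound-only read flagging agonists. Cells: inducible Hek293 Trex D2 line, 4000/well, cultured overnight at 30 C before dye loading.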
# RXFP1 antagonist: RXFP1 (human) relaxin receptor antagonism. Q9HBX9. HEK293-RXFP1, relaxin-stimulated cAMP HTRF, 30 min; active compounds read low. activity change, negative = inhibition, % at 57.5 µM. 350,000 compounds, 0.59% hits. AID 1259400;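 active = activity change of -60% or lower, but not beyond a set lower limit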; note: % is set by controls: 0 for no effect and ±100 for the full control effect
# D1 antag: human D1 dopamine receptor antagonism; HEK293 TREx D1 cells, calcium flux, dopamine EC80; active compounds read low; 360,000 compounds, 3.2% hits; activity change, negative = inhibition, % at 10 µM; P21728; in the data active = activity change below about -30%; note: % is set by controls: 0 for no effect and ±100 for the full control effect
#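 Kinetic fluorescence of a calcium dye serves as the read-out. D1-expressing Hek293 Trex cells, induced overnight at 30 C, are exposed to compound for 180 s before an EC80 dopamine addition, then read 180 s further.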
# TRHR agonist: activates the human TRH receptor; P34981; TRHR cells, calcium flux fluo-8, FDSS agonist mode; 360,000 compounds, 0.18% hits; activation, % at 2 µM; note: 0% is about no effect
#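 Steps: seed TRHR cells overnight; add fluo-8 no-wash Ca dye, RT 30 min–1.5 h; record 10 s baseline; pin-transfer compounds; monitor fluorescence 1 cycle/s for the agonist window. Calcium increases flag candidate agonists.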
# Numbers without * were called inactive; x = no result given. Cut-off read from the data, not from the text of the source, unless noted: active = activation above about 30%; inactive = the rest.
SMILES,TRHR enhancer,D2 agonist,D2 antagonist,D1 potentiator,D1 agonist,D2 potentiator,RXFP1 antagonist,D1 antag,TRHR agonist
O=C(NC1CC1)C1CCCN(C(=O)NC2CCCCC2)C1 (stereo not drawn),-9,0.2,-2,-4,3,2,-3,-30,0.1
Cc1ccc(N(CC(=O)NCc2ccco2)C(=O)CCC(=O)Nc2nccs2)cc1,0,1.6,1,3,2,1,-16,4,0.3
CC(NS(=O)(=O)c1ccccc1)C(=O)Nc1ccc2c(c1)OCCO2 (stereo not drawn),0,-1.6,-20,-6,1,1,-2,14,-0.2
CCCCN(C)C(=O)CCCCn1c(=O)[nH]c2cc(OCC)c(OCC)cc2c1=O,-3,-1.1,8,2,2,-4,19,-4,-0.6
Cc1ccc(S(=O)(=O)NC(CC(C)C)C(=O)N2CCCCCCC2)cc1 (stereo not drawn),4,-0.2,12,-1,1,14,4,-4,-0.1
CC(NC(=O)CN(c1ccc(Br)cc1)S(C)(=O)=O)c1ccccc1 (stereo not drawn),-1,0.6,-12,-1,1,19,2,19,-0.6
Cc1ccc(C(=O)CN2C(=O)C(=O)N(Cc3ccccc3)C2=O)cc1,2,-0.4,-4,-7,1,5,0,12,0.2
CC(=O)c1ccc(OCCn2c(SCC(=O)O)nc3ccccc32)cc1,0,0.1,0,-2,2,-3,7,-3,-0.9
C=CCOC(=O)/C(=C\c1cccc2ccccc12)NC(=O)c1ccccc1,4,0.5,10,-3,4,4,-5,11,0.4
Cc1ccc(-c2csc(=S)n2CC(=O)OCC(=O)NCc2ccc(F)cc2)cc1,-4,0.1,-3,3,3,-13,x,-15,-0.4
CN1CCN(/C=C2\SC(=S)NC2=O)CC1,-2,x,x,-8,3,x,-21,-9,0.5
COc1ccccc1CCNC(=O)CSc1ccc(-c2cccs2)nn1,2,0.0,-11,-2,1,-11,0,-13,-3.7
CCCCN1CCNC[C@H]1Cc1ccc(O)cc1,1,1.0,-11,9,1,3,x,12,0.3
CCOc1ccccc1C(=O)NCC(=O)OCC(=O)NCCc1ccc(S(N)(=O)=O)cc1,13,0.0,8,-10,15,13,-13,-15,-0.3
O=C(C(=O)N1CCN(c2ccc([N+](=O)[O-])cc2)CC1)c1cn(CC(=O)N2CCOCC2)c2ccccc12,-4,0.5,5,0,5,-2,-13,9,0.8
CCn1c2ccccc2c2cc(/C=N/NC(=O)c3cc(O)cc(O)c3)ccc21,5,0.0,13,-2,3,-2,-83*,14,-0.3
CCOc1ccc(-c2cc(C(=O)NCc3ccc(OC)cc3)c3c(-c4ccc(F)cc4)[nH]nc3n2)cc1,-7,0.2,x,-1,2,-2,-2,15,1.1
O=C(CN(CC1CCCO1)C(=O)CCC(=O)Nc1nccs1)NCc1ccccc1 (stereo not drawn),-2,1.0,-17,3,-1,-8,2,-3,0.7
Nc1c(C(=O)Nc2ccc3c(c2)OCCO3)nnn1Cc1cccc(Cl)c1,5,0.5,11,2,1,16,6,11,0.1
CC(NC(=O)CSc1n[nH]c(N)n1)c1ccccc1 (stereo not drawn),-6,-3.0,12,x,20,2,-1,4,0.6

# Full records as entered above. Screens in order: TRHR enhancer	D2 agonist	D2 antagonist	D1 potentiator	D1 agonist	D2 potentiator	RXFP1 antagonist	D1 antag	TRHR agonist
# Cc1ccc(-c2csc(=S)n2CC(=O)OCC(=O)NCc2ccc(F)cc2)cc1 in the list: -4	0.1	-3	3	3	-13	x	-15	-0.4
# CN1CCN(/C=C2\SC(=S)NC2=O)CC1 in the list: -2	x	x	-8	3	x	-21	-9	0.5
# Cc1ccc(S(=O)(=O)NC(CC(C)C)C(=O)N2CCCCCCC2)cc1 (stereo not drawn) in the list: 4	-0.2	12	-1	1	14	4	-4	-0.1

# (list continues)
SMILES,TRHR enhancer,D2 agonist,D2 antagonist,D1 potentiator,D1 agonist,D2 potentiator,RXFP1 antagonist,D1 antag,TRHR agonist
CC(C)OP(=O)(OC(C)C)C(Nc1ccccc1)c1ccc2c(c1)OCO2 (stereo not drawn),-4,-0.2,9,-7,2,-7,-6,21,0.0
COc1ccc(OC)c(C2=NOC(C(=O)Nc3ccc4c(c3)OCCO4)C2)c1 (stereo not drawn),-1,1.1,0,3,2,6,-1,7,0.6
CCN(CCCNC(=O)CNC(=O)c1nn(-c2ccc(OC)c(OC)c2)c(=O)c2ccccc12)c1ccccc1,-2,0.8,5,-4,-4,-12,38,-18,-0.2
Cc1cc(C)nc(CCNC(=O)CC2C(=O)NCCN2Cc2ccccc2)n1 (stereo not drawn),1,-0.4,-18,1,3,-12,-2,-24,0.8
CSc1cccc(CN2CCC(Oc3ccc(C(=O)N4CCCCC4)cc3)CC2)c1,6,-0.2,-6,-5,11,-23,-10,2,-0.1
CNc1cc(C)nc(-n2nc(C)cc2C)n1,17,-0.5,-20,-6,1,-23,-8,2,-1.6
CC1CCc2c(sc3ncnc(SCC(=O)c4ccccc4)c23)C1 (stereo not drawn),-2,0.3,2,-1,-1,-5,0,9,0.2
CCc1ccc(S(=O)(=O)Nc2c(NC3CCCCC3)c3ccccc3oc2=O)cc1,-8,0.2,9,2,9,2,-9,1,0.6
CC(C)NC(=O)c1ccc(CN2CCC(Cc3ccccc3)CC2)cc1,5,1.3,26,-8,6,7,-3,29,-0.2
Cc1cc(=O)n2c3ccccc3n(CC(O)CN3CCCCC3)c2c1C#N (stereo not drawn),-8,-0.5,-6,2,1,-5,-11,4,0.1
NS(=O)(=O)c1ccc(NC(=O)CN2CCCCC2)cc1,3,0.4,1,-2,1,10,3,1,1.4
O=C(Nc1ccc(F)cc1)Nn1cnnc1,5,-0.1,-13,3,2,14,1,1,-0.1
O=C(NCCO)C(=O)Nc1c2c(nn1-c1ccc(F)cc1)CSC2,-8,x,x,-2,1,-11,1,x,0.5
CCC1(c2ccc(F)cc2)NC(=O)N(CC(=O)Nc2cc(S(=O)(=O)N(C)C)ccc2Cl)C1=O (stereo not drawn),11,0.6,0,0,17,10,-10,55,2.4
COc1ccccc1C1=NOC(Cn2c(NCCCO)nc3c2c(=O)n(C)c(=O)n3C)C1 (stereo not drawn),-2,0.3,-9,-1,1,-1,9,-15,-0.7
O=C(NC1CCCC1)c1ccc2c(c1)N(Cc1ccc(C(F)(F)F)cc1)C(=O)c1ccccc1S2,-2,-0.2,x,2,3,-5,x,-1,1.0
COc1cc(C2C(C#N)=C(N)OC3=C2C(=O)CC(C)(C)C3)ccc1OCCN1CCOCC1 (stereo not drawn),-4,-0.2,7,-2,1,-12,-5,13,0.3
C#CCSc1nnnn1-c1ccc(OCC)cc1,-4,-0.3,11,-4,-1,-6,10,-25,-0.9
O=C(CSc1nccn1-c1ccccc1)NO,2,0.1,-25,1,2,1,10,-6,0.2
S=c1[nH]c(-c2ccccc2)cn1-c1ccccc1,4,0.4,-22,1,0,13,5,0,0.3
CC1(c2ccccc2)NC(=O)N(CC(=O)Nc2cc(Cl)ccc2N2CCOCC2)C1=O (stereo not drawn),4,1.2,-2,-3,7,0,3,14,0.8
CN(C)c1ccc(/C=N/O)cc1,-2,-0.4,-2,1,1,-9,-25,-3,-2.6
O=c1oc2cc(S(=O)(=O)NCCCO)ccc2c2ccc(S(=O)(=O)NCCCO)cc12,5,0.7,6,-3,0,5,0,5,0.8
CCc1ccc(NC(=O)CC(c2ccc(C)cc2)N2Cc3ccccc3C2=O)cc1 (stereo not drawn),-2,-1.4,x,-2,5,5,x,-5,0.6
Cc1cc2c(s1)c1cnn(Cc3ccc(Cl)c(F)c3)c(=O)c1n2C,3,x,x,4,5,x,x,-2,-0.4
COc1ccc(CC(=O)NC2CC(=O)N(c3ccc(C)c(C)c3)C2)cc1OC (stereo not drawn),-2,0.4,x,-2,0,-4,7,x,-0.2
C=C1C[C@H](O)[C@@H]2[C@H](OC(=O)[C@H]2C)[C@H]2[C@H](C)[C@@H](O)C[C@@H]12,5,x,x,2,0,x,x,-17,-0.2
CC(NC(=O)Nc1ccc(F)cc1)c1ccc2c(c1)OCO2 (stereo not drawn),5,-0.8,-13,-7,6,-3,0,-4,-0.7
COC(=O)C1C2C=CC(C3CC23)C1C(=O)OCC(=O)c1ccc(OC)cc1 (stereo not drawn),-5,0.3,-27,-2,7,7,-13,-5,0.4
CSCCC(=O)N1CCCC(CO)(CCCc2ccccc2)C1 (stereo not drawn),-2,0.1,8,-3,-2,12,8,49,-0.2
COC(=O)c1ccc(C(=O)OC)c(NC(=S)N2CCCCC2)c1,9,0.6,-3,1,1,7,10,7,-0.7
C#Cc1cccc(-n2nnc(C(=O)OC)c2-c2ccccc2)c1,4,-1.9,9,-2,-1,15,-13,3,-0.4
N#Cc1ccc(OC(=O)c2cnccn2)cc1,3,-1.9,-8,-8,9,7,31,-3,-1.9
COc1ccccc1-n1c(SCC(=O)N2CCOCC2)nc2ccccc2c1=O,7,0.2,-12,0,0,17,6,0,-0.3

# Single entries from the entries so far:
# For D2 antagonist, CSCCC(=O)N1CCCC(CO)(CCCc2ccccc2)C1 (stereo not drawn) reads 8
# For D2 agonist, CC(NC(=O)Nc1ccc(F)cc1)c1ccc2c(c1)OCO2 (stereo not drawn) reads -0.8
# For D2 agonist, CC1(c2ccccc2)NC(=O)N(CC(=O)Nc2cc(Cl)ccc2N2CCOCC2)C1=O (stereo not drawn) reads 1.2
# For D1 potentiator, CCc1ccc(NC(=O)CC(c2ccc(C)cc2)N2Cc3ccccc3C2=O)cc1 (stereo not drawn) reads -2
# For TRHR enhancer, COC(=O)C1C2C=CC(C3CC23)C1C(=O)OCC(=O)c1ccc(OC)cc1 (stereo not drawn) reads -5
# For D2 agonist, COC(=O)c1ccc(C(=O)OC)c(NC(=S)N2CCCCC2)c1 reads 0.6
# For D2 antagonist, C#Cc1cccc(-n2nnc(C(=O)OC)c2-c2ccccc2)c1 reads 9

# Structures above marked active in RXFP1 antagonist:
Molecule	TRHR enhancer	D2 antagonist	D1 potentiator	D1 agonist	D2 potentiator	RXFP1 antagonist	D1 antag
CCn1c2ccccc2c2cc(/C=N/NC(=O)c3cc(O)cc(O)c3)ccc21	5	13	-2	3	-2	-83*	14
